KCNQ2 inh: KCNQ2 potassium channel inhibitors, primary screen, cell-based, CHO-K1, FluxOR thallium flux, B-score (AID 2156). Potassium voltage-gated channel subfamily KQT member 2 (Rattus norvegicus), O88943. 20 min; active compounds read low. B-score at 10 µM. hit rate 1.1% among 310,000;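 active = fluorescence ratio B-score at most minus 3 library SDs, with starting brightness B-score within 2 library SDs, cut at about -5.5 in these data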
Target sequence (O88943 whole entry, looked up): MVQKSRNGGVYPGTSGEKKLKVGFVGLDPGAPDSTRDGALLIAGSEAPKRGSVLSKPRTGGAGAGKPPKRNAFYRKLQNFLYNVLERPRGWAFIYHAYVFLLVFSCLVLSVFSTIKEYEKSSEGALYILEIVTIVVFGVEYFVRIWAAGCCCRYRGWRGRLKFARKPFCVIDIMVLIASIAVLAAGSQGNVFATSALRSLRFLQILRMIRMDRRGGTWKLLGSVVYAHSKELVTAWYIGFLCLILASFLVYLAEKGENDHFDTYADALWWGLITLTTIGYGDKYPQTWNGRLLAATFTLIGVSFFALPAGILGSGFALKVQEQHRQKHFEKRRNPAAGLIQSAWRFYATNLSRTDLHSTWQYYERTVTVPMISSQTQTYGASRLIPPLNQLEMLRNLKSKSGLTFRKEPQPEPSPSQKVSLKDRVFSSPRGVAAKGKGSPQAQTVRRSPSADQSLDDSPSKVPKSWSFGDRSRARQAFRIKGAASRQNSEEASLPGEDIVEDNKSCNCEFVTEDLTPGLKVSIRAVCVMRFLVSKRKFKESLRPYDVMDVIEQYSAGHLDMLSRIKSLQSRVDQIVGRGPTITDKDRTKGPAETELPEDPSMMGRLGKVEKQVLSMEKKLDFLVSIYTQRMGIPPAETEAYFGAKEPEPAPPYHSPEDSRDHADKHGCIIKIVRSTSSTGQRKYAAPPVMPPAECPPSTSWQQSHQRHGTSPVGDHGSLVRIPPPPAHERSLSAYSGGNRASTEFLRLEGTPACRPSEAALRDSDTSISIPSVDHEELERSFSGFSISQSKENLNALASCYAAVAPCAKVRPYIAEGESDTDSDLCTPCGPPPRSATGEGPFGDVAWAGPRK
CHT block: inhibitors of human choline transporter CHT. High affinity choline transporter 1 (Homo sapiens), Q9GZV3. CHT-expressing cells, membrane potential dye, choline response; active compounds read low. B-score at 10 µM. hit rate 0.86% among 310,000. AID 488975, 2010;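 active = B-score over 3 SD under the library average, and starting fluorescence ratio not unusually high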;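 note: choline stimulus applied at its EC90 after an EC20 pre-addition; B-score computed on integrated fluorescence ratio after choline addition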
* hit, by the source's call; i = inactive; . = no result given.

KCNQ2 inh,CHT block,Molecule
i,i,Cc1cc(N2C(=O)C(O)=C(C(=O)c3cc4ccccc4o3)C2c2cccc(Cl)c2)no1 (stereo not given)
i,i,Cc1cc(NC(=O)c2ccccc2Oc2ccccc2)no1
i,i,COC(=O)NCC(c1cccnc1)N1CCOCC1 (stereo not given)
i,i,O=c1oc2ccccc2c(N2CCC(c3ccccc3)CC2)c1[N+](=O)[O-]
.,i,Cc1c(C)n(C(=O)CN2CCC(C)CC2)c2ccccc12
i,i,C=CCOc1c(Cl)cc(CNn2cn[nH]c2=S)cc1OC
i,i,O=C(CN1CCC(Cc2ccccc2)CC1)NC(=O)NCc1ccco1
.,i,Cc1ccccc1OCC(O)Cn1nnc2ccccc21 (stereo not given)
i,i,CCC(C)C(=O)NCCc1ccc(S(N)(=O)=O)cc1 (stereo not given)
i,i,COc1ccc(C)cc1S(=O)(=O)N1CCOCC1
i,i,Cc1ccc(CS(=O)Cc2ccc(C(=O)NCc3cccs3)o2)cc1 (stereo not given)
i,i,O=c1[nH]cccc1-c1nc2ccccc2n1Cc1cccc(F)c1
i,i,NC(=O)c1ccccc1OCCOCCOCCOc1ccccc1C(N)=O
i,i,COc1cc2[nH]c(C(=O)N3CCN(c4ccccc4F)CC3)cc2c(OC)c1OC
i,i,CN(C)S(=O)(=O)c1ccc(C(=O)Nc2ccccc2C(=O)O)cc1
i,i,COc1cccc(NC(=O)CCN2CCN(C)CC2)c1
i,i,CC1C(=O)C(C)C(c2cc(Cl)ccc2O)NC1c1cc(Cl)ccc1O (stereo not given)
i,i,CCCNC(=O)c1cc(-c2ccc(Br)cc2)on1
i,i,O=C(COc1cc(Cl)c(Cl)cc1Cl)NC(=O)NC1CCCC1
i,i,O=C(N/N=C/c1ccc2c(c1)OCO2)c1cccc2ccccc12
i,i,c1ccc(C2[C@H]3CN(Cc4cccnc4)[C@H](c4ccccc4)C34CC2(c2cccnc2)C4)cc1 (stereo not given in full)
i,i,CN(CC(=O)Nc1ccccc1)CC(=O)Nc1ccccc1Cl
i,i,COc1ccc(C(=O)CCS(=O)(=O)c2ccc(C)cc2)cc1OC
i,i,CC(=O)NCc1ccc(S(=O)(=O)NC(C)CCc2ccccc2)cc1 (stereo not given)
i,i,COc1ccc(N(CC(=O)Nc2cccc(C)c2C)S(=O)(=O)c2c(C)n[nH]c2C)cc1
i,i,O=Nc1c(O)[nH]c2ccc(F)cc12
i,i,C=CCOc1nc(-c2ccncc2)nc2ccccc12
i,i,CCCS(=O)(=O)N1CCC(C(=O)NCCCOC)CC1
i,i,CCCCOc1ccc(/C(O)=C(\C#N)c2nc3ccccc3[nH]2)cc1
i,i,CC1(C)Oc2ccc3ccc(=O)oc3c2/C(=C/N)C1=O
i,i,N#CCCNS(=O)(=O)c1ccc(C(=O)OCCCOC(=O)c2ccc(S(=O)(=O)NCCC#N)cc2)cc1
i,i,CC(=O)Nc1ccc(C(=O)OCC(=O)Nc2ccccc2F)cc1
i,i,O=C(Nc1ccccc1Cl)C(=O)c1cn(CC(=O)N2CCOCC2)c2ccccc12
i,i,COc1ccccc1/C=C/CN1CCOCC1
i,i,Cn1c(=O)n(C)c2cc(C(=O)c3ccccc3)ccc21
i,i,Cc1cc(NC(=O)Cn2cc([N+](=O)[O-])cn2)n(Cc2ccc(F)cc2)n1
i,i,COc1ccc(C(=O)Nc2ccc(/C(C)=N/NC(=O)c3ccncc3)cc2)cc1
i,i,CCC(C)NS(=O)(=O)c1ccc(NS(=O)(=O)c2ccccc2[N+](=O)[O-])cc1 (stereo not given)
i,i,CCN(CC(=O)NCc1cccs1)C(=O)c1cccc(S(=O)(=O)Nc2ccccc2Cl)c1
i,i,O=S(=O)(Cc1ccccc1Cl)NCc1ccccc1
i,i,Cc1nn(C)c(C)c1C(C)NC(=O)c1cc(COc2cncc(Cl)c2)on1 (stereo not given)
i,i,CCOC(=O)c1ccc(NC(=O)CSc2nnc(CNC(=O)c3ccco3)o2)cc1
i,i,CN(C)CCCCOc1ccc(F)cc1
i,i,O=C(Nc1ccccc1N1CCCC1)C1CCN(C(=O)c2ccc(F)cc2)CC1
.,i,CC(=O)C1=C(C)NC(SCC(=O)c2ccc(-c3ccccc3)cc2)=C(C#N)C1c1cccnc1 (stereo not given)

Another view of some results above:
Structure | KCNQ2 inh | CHT block
CCOC(=O)c1ccc(NC(=O)CSc2nnc(CNC(=O)c3ccco3)o2)cc1 | i | i
CN(C)CCCCOc1ccc(F)cc1 | i | i

(cont.)
KCNQ2 inh,CHT block,Molecule
i,i,Cc1ccc(C(=O)Cn2c(C(=O)O)cc3ccccc32)cc1
i,i,Cc1cccc(N2CCN(CCNC(=O)c3cc4c(s3)CS(=O)(=O)C4)CC2)c1C
i,.,Cc1oncc1C(=O)Nc1ccc2ccccc2c1
i,i,O=C1C(=C2SCCCS2)CC/C1=C\c1ccc(F)cc1
i,i,O=C(N1CCCC1)N1CCN(S(=O)(=O)c2ccccc2)CC1
i,i,O=C(NN=C1CCCCC1)c1ccccc1-n1cccc1
i,i,OC(CN1CCCC1)Cn1ccc2ccccc21 (stereo not given)
i,i,CCN(CCn1cccn1)C(=O)CCc1nnc(-c2ccc3c(c2)OCO3)o1
i,i,COc1ccccc1-n1c(CNc2ccc(F)cc2)nnc1SCC(=O)Nc1cc(C)on1
.,i,COc1cc(NC(=O)[C@H]2CCCN2S(=O)(=O)c2cccc3cccnc23)cc(OC)c1OC
i,i,CCCC(=O)N/C(N)=N/c1nc(C)c2ccccc2n1
i,i,O=C1C(Cc2ccc(F)cc2)SC(=Nc2ccccc2)N1c1ccccc1 (stereo not given)
i,i,Clc1ccc(C2CSc3c4ncnc-4ncn32)cc1 (stereo not given)
i,i,COc1cc(C(=O)OCC(=O)c2cc(C)n(C)c2C)cc(NC(=O)c2ccco2)c1OC
i,i,CC(C)(C)C1=C(C#N)C(c2ccncc2)C(C#N)=C(N)O1 (stereo not given)
i,i,COc1ccc(OC)c(CN2CCC(C(=O)N3CCN(c4ccccc4F)CC3)CC2)c1
i,i,Cc1cccc2c1-c1sc(C(=O)NCCCN3CCC(C)CC3)cc1CO2
i,i,COc1ccc(NC(=S)Nc2cc(-c3ccccc3)[nH]n2)cc1Cl
i,i,O=C(CN1CCCCC1)N/N=C/c1cccc(C(F)(F)F)c1
i,i,CC(C)Nc1nc(Cl)nc(Nc2ccccc2)n1
i,i,CCCNC(=O)C(=O)Nc1ccc(N(C)C)cc1
i,i,CCOc1cccc(-c2csc(C3COc4ccccc4O3)n2)c1 (stereo not given)
i,i,COc1ccc2c(c1)C(c1cccs1)=NNC(c1ccncc1)=N2
i,i,Cc1cc(Cl)c(S(=O)(=O)NC2CCCC2)cc1OCC(N)=O
i,i,CN1CCN(NC(=O)c2cc(-c3ccc(Cl)s3)nc3ccccc23)CC1
i,i,Cc1c(C(=O)Nc2ccc(F)cc2)oc2ccc(S(=O)(=O)N3CC(C)CC(C)C3)cc12 (stereo not given)
i,i,COc1cccc(CN2CCN(C(=O)Nc3ccc([N+](=O)[O-])cc3)CC2)c1
i,i,CCCn1c(N2CCN(C(=O)N3CCCCC3)CC2)nc2ccccc21
i,i,Cc1ccc(NC(=O)CSc2nnc(C3COc4ccccc4O3)o2)c(Cl)c1 (stereo not given)
i,i,COc1ccc(NC(=O)C2CCCN2C(=O)Oc2ccccc2)cc1 (stereo not given)
i,i,O=C(NC1CCCCC1)N1CCN(c2ccccc2)CC1
i,i,CS(=O)(=O)NCc1nnc(SCc2c(F)cccc2Cl)o1
i,i,CNC(=S)NNC(=O)Cc1ccc(OC)c(OC)c1
i,-4.9*,CC(C)CN1CCNC(=O)C1CC(=O)NCCc1ccc(C(F)(F)F)cc1 (stereo not given)
i,i,CC(=O)Nc1cccc(NC(=O)c2cccc(OCc3ccccc3)c2)c1
i,i,O=C(N/N=C\c1ccc(Cl)cc1)c1sccc1-n1cccc1
i,i,COC(=O)c1ccc(NC(=S)NCCCN2CCCC2=O)cc1
i,i,Cc1ccccc1N(C(=O)CNC(=O)c1cccs1)C(C(=O)NC1CCCC1)c1ccncc1 (stereo not given)
i,i,CC1CCN(C(=S)Nc2cccc(S(=O)(=O)N(C)C)c2)CC1
i,i,Cc1cccc(/C(N)=N/OC(=O)c2ccc(F)cc2)c1
i,i,O=C(O)c1ccccc1NS(=O)(=O)c1cccc2cccnc12
i,i,Cc1cc(C)c(C)c(Cn2c(CO)nc3ccccc32)c1C
i,i,CCOc1cc(CN2CCN(S(=O)(=O)Cc3ccccc3)CC2)ccc1OC
i,i,CCOCCn1c(-c2ccc(OC)cc2)nc2ccccc21
i,i,COCOc1cc(O)c(C(=O)/C=C/c2ccc(OCOC)c(OCOC)c2)c(OCOC)c1
i,i,COc1cc([N+](=O)[O-])cc2cc(C(=O)N3CCN=C3c3ccccc3)c(=O)oc12
i,i,O=C1Nc2ccc([N+](=O)[O-])cc2OC1CCN1CCN(c2ccccc2)CC1 (stereo not given)
i,i,Cc1ccc(-c2nnn(CC(=O)N(c3ccc(F)cc3)C(C(=O)NC3CCCC3)c3ccco3)n2)o1 (stereo not given)
i,i,CC(=O)Nc1ccc(S(=O)(=O)N2CCC(C(=O)NCCC(=O)Nc3nccs3)CC2)cc1
i,i,Cc1ccc(NC(=O)C2CCCN(c3ncnc4c3nc3n4CCCCC3)C2)cc1Cl (stereo not given)
i,i,CC(C)(C)NS(=O)(=O)c1ccc(NC(=S)NC(=O)C2CC2)cc1
i,i,CCN(CC)c1ccc(S(=O)(=O)N2CCOCC2)cc1NC(=O)CSc1nnc(N)s1
i,i,Cc1ccc(OCC(=O)NNC(=O)c2ccc(-n3cncn3)c([N+](=O)[O-])c2)cc1
i,i,Cc1ccc(O)c(CCc2ccccc2)n1
i,i,COC(=O)c1c(NS(=O)(=O)c2cccs2)sc2c1CCCC2
i,i,Cc1cccc(Cl)c1OCCCn1ccnc1
i,i,NC(=O)/C(=C/c1ccc2c(c1)OCO2)NC(=O)c1ccco1
i,i,OC1(C(F)(F)F)CC(O)(C(F)(F)F)n2nc(-c3ccccc3)cc2N1 (stereo not given)
i,i,O=C(Nc1ccccc1)N1CCCN(c2ccc(C(F)(F)F)cc2[N+](=O)[O-])CC1
i,i,O=C(c1ccccc1)c1cc2cc(Cl)ccc2[nH]1

CHT block, hit marks shown above.
KCNQ2 inh,CHT block,Molecule
i,-4.9*,CC(C)CN1CCNC(=O)C1CC(=O)NCCc1ccc(C(F)(F)F)cc1 (stereo not given)

(listing goes on)
KCNQ2 inh,CHT block,Molecule
i,i,CCc1nc(Nc2ccc3c(c2)OCCO3)c2oc3ccccc3c2n1
-9*,i,Cc1cccc2cc(C(c3nnnn3Cc3ccccc3)N3CCN(c4ccccc4)CC3)c(=O)[nH]c12 (stereo not given)
i,i,NC(=O)C1CCN(C(=O)c2ccc(NC3=NC4CS(=O)(=O)CC4S3)cc2)CC1 (stereo not given)
i,i,Nc1ccc(S(=O)(=O)Nc2cnc3ccccc3n2)cc1
i,i,O=C(NCCc1ccccc1)C1CCCN1S(=O)(=O)c1ccc(F)cc1 (stereo not given)
i,i,CC(=O)Nc1ccc(Br)cc1C(=O)C(=O)O
i,i,COc1ccc2c(CC(=O)OCC(=O)Nc3sc4c(c3C#N)CCC(C)C4)coc2c1 (stereo not given)
i,i,O=[N+]([O-])c1cccc(-c2noc(-c3cccs3)n2)c1
i,i,O=C(NC12CC3CC(CC(C3)C1)C2)c1ccccc1
i,i,CN1CCN(C(=O)C2CC(c3ccc(F)cc3)=NO2)CC1 (stereo not given)
i,i,CCc1nc2oc3ccccc3c(=O)c2c(=O)n1Cc1ccc(OC)cc1
i,i,CCOc1cc(N2CCOCC2)c(OCC)cc1NC(=O)CN1C(=O)NC(C)(C2CC2)C1=O (stereo not given)
i,i,COc1ccc(-c2cc(C(F)(F)F)c(C#N)c(=O)[nH]2)cc1
i,i,Cc1ccc(-c2cc(C(=O)N/N=C/C(Br)=C/c3ccccc3)n[nH]2)o1
i,i,COC(=O)C1=C(C)OC(N)=C(C#N)C1c1ccc(OC)c(OC)c1OC (stereo not given)

6 records picked at random from those above:
KCNQ2 inh,CHT block,Molecule
-9*,i,Cc1cccc2cc(C(c3nnnn3Cc3ccccc3)N3CCN(c4ccccc4)CC3)c(=O)[nH]c12 (stereo not given)
i,i,CCOc1cc(N2CCOCC2)c(OCC)cc1NC(=O)CN1C(=O)NC(C)(C2CC2)C1=O (stereo not given)
i,i,Cc1ccc(-c2cc(C(=O)N/N=C/C(Br)=C/c3ccccc3)n[nH]2)o1
i,i,COc1ccc(-c2cc(C(F)(F)F)c(C#N)c(=O)[nH]2)cc1
i,i,Nc1ccc(S(=O)(=O)Nc2cnc3ccccc3n2)cc1
i,i,O=[N+]([O-])c1cccc(-c2noc(-c3cccs3)n2)c1

More entries.
KCNQ2 inh,CHT block,Molecule
i,i,O=C(CN1CCN(Cc2ccccc2)CC1)N/N=C/c1ccccc1F
i,i,COc1ccc(NC(=O)C2CCN(S(=O)(=O)c3cccc4cccnc34)CC2)cc1OC
i,i,COCCCn1c(SCC(=O)N2CCOCC2)nnc1-c1ccco1
i,i,CSc1ccccc1NC(=O)Cn1nnc(-c2ccc(S(C)(=O)=O)cc2)n1
i,i,Cc1cc(C)c(OCC(=O)Nc2nnn(C)n2)c(Br)c1
i,i,CN(Cc1ccccc1NS(=O)(=O)c1ccc(Cl)cc1)C1CCCCC1
i,i,CCS(=O)(=O)N1CCN=C1SCc1cccc(F)c1
i,i,CCOC(=O)C(C)NC(=O)Cn1ncc2c(=O)oc3ccc(C)cc3c21 (stereo not given)

One compound at a time, as listed above. Screens in order: KCNQ2 inh, CHT block
Record of CN(Cc1ccccc1NS(=O)(=O)c1ccc(Cl)cc1)C1CCCCC1 → i, i
Record of O=C(CN1CCN(Cc2ccccc2)CC1)N/N=C/c1ccccc1F → i, i
Record of CCS(=O)(=O)N1CCN=C1SCc1cccc(F)c1 → i, i
Record of CSc1ccccc1NC(=O)Cn1nnc(-c2ccc(S(C)(=O)=O)cc2)n1 → i, i
Record of COCCCn1c(SCC(=O)N2CCOCC2)nnc1-c1ccco1 → i, i
